HTRA1 inhibitor: HTRA1 serine protease inhibitors, primary screen, biochemical, fluorescence polarization, HTS; 0.5% of 340,000 active; Q92743; AID 504803, 2011; recombinant HTRA1, FP-rhodamine activity-based probe; inhibition, % at 5.96 µM; in the data active = inhibition above about 36%;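 also: 0% = enzyme with DMSO and 100% = wells lacking enzyme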
TDP2 inh: human TDP2 enzyme inhibitors, primary screen, biochemical, epi absorbance, recombinant enzyme | 0.34% of 370,000 active | T5PNP hydrolysis, p-nitrophenol absorbance 415 nm | inhibition, % at 12.8 µM | Tyrosyl-DNA phosphodiesterase 2 (Homo sapiens), O95551;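 active = inhibition above the mean of all tested compounds plus 3 SD, set per campaign, cut at about 25% in these data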;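 also: 0% = DMSO with enzyme and 100% = buffer with substrate but no TDP2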
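test system = human TDP2 enzyme | input = TDP2 enzyme at 120 nM final | medium = 50 mM Tris-HCl pH 7.5 with Mg2+, KCl, DTT, BSA | also added = T5PNP substrate, 5 mM | times = 2 h at 37 °C | technique = epi absorbance | benchmarks = high control without enzyme, low control DMSO plus TDP2 | replication = each compound tested once, singlicate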
PRMT1 inh: PRMT1 methyltransferase inhibitors, primary screen, biochemical, fluorescence polarization. Protein arginine N-methyltransferase 1 (Homo sapiens), Q99873. 1.3% of 370,000 active. inhibition, % at 2.79 µM. recombinant PRMT1, activity-based probe fluorescence polarization. AID 652257, 2013;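 active = inhibition above about 21% made by adding two undisclosed values, limit read from the data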
Target sequence (Q99873 whole entry, looked up): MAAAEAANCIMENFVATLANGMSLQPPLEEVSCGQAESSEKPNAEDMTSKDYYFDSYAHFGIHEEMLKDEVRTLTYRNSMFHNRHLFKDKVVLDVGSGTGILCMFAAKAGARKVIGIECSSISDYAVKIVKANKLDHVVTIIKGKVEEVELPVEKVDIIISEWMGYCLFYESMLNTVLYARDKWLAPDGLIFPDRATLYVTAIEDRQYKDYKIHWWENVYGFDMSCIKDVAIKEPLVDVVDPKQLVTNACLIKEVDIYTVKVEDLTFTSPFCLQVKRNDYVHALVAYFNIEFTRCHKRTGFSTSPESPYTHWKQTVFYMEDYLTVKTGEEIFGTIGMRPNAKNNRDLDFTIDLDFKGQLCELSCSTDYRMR
Tn7 DDE FP: inhibitors of Tn7 peptide binding to fibrin DD(E), primary screen, biochemical, fluorescence polarization, human fibrin, Tn7 probe. inhibition, % at 8.3 µM. 0.13% of 370,000 active. Fibrinogen beta chain (Homo sapiens), P02675. AID 720508, 2013. FP displacement of FITC-Tn7 peptide from fibrin DD(E); 0% = median of compound wells per plate;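 active = inhibition above the mean of compounds falling within the control limits plus 3 SD of them, cut at about 14% in these data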;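 also: 0% = plate median of compound wells and 100% = 10 µM Aha-Tn7 peptide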
Target sequence (P02675 whole entry, looked up): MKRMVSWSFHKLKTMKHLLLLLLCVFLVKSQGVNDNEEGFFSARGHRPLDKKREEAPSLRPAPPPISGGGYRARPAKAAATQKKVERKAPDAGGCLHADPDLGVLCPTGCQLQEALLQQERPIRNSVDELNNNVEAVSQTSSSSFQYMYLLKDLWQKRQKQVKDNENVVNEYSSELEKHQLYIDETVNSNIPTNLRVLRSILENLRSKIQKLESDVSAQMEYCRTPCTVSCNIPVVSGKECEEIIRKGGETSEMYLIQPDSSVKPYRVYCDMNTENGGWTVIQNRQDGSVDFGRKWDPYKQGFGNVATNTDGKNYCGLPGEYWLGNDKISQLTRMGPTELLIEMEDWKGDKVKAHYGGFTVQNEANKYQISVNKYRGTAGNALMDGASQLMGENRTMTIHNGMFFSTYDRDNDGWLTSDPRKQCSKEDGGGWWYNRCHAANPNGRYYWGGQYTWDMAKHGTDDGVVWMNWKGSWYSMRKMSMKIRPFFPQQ
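System: human fibrin DD(E); quantity: Fibrin-DD(E) at 2 µM final; also added: fluorescent Tn7 probe at 0.1 µM; compound dosing: single nominal test concentration of 8.3 µM per compound; schedule: 10 min preincubation, 3 h with tracer, room temperature; detection: fluorescence polarization of the labelled Tn7 tracer; repeats: one replicate per compound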
PG9 binder: binders of HIV-1 gp120 antibody PG9, primary screen, biochemical, TR-FRET | HIV-1 gp120 / PG9 antibody interaction | TR-FRET gp120-PG9 antibody binding | inhibition, % at 6.7 µM | 0.43% of 360,000 active; in the data active = inhibition above about 8.5%
SIAE primary: human SIAE inhibitors, primary screen, biochemical, fluorescence polarization, FP-Rh probe, 1536-well HTS. Sialate O-acetylesterase (Homo sapiens), Q9HAT2. SIAE FP-Rh probe binding. inhibition, % at 9.66 µM. 0.69% of 370,000 active;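 active = inhibition above a cutoff: mean of compounds within the control limits plus 3 SD of those, cut at about 17% in these data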;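 also: 0% = plate median of compound wells and 100% = probe without SIAE protein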
UHRF1 MBD2 ctr: UHRF1 methylated DNA binding inhibitors, primary screen, counter-screen for MBD2 inhibitor project, biochemical, TR-FRET, human UHRF1, single concentration | E3 ubiquitin-protein ligase UHRF1 (Homo sapiens), Q96T88 | inhibition, % at 4.4 µM | UHRF1 binding to methylated oligo | AID 687016, 2013 | 0.75% of 370,000 active; in the data active = inhibition above about 21%;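 also: UHRF1 SRA domain binding a hemimethylated CpG hairpin DNA probe; 0% = median of test compound wells and 100% = reference inhibitor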
ABHD4 inh: ABHD4 inhibitors, primary screen, biochemical, fluorescence polarization, mouse; (Lyso)-N-acylphosphatidylethanolamine lipase (Mus musculus), Q8VD66; AID 720543, 2013; 0.54% of 370,000 active; inhibition, % at 8.92 µM; purified mABHD4, FP-Rh probe fluorescence polarization;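 active = inhibition exceeding the mean over every tested compound plus 3 SD, cut at about 30% in these data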;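 also: 0% = plate median of compound wells and 100% = S159A mutant with DMSO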
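Test system: mABHD4 protein; Read-out basis: % inhibition; Incubation: 45 min + 60 min at 25 °C; Repeats: single replicate; Technique: fluorescence polarization with parallel and perpendicular emission, 525/598 nm; Compound: 8.92 µM, single dose; Benchmarks: full inhibition S159A mutant plus DMSO, zero as sample-well median.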
TCR-CD3 inh: inhibitors of human TCR-CD3 interaction, primary screen, biochemical, fluorescence, TAMRA-labeled TCR probe; 0.37% of 360,000 active; AID 651800, 2012; inhibition, % at 9.4 µM; in the data active = inhibition above about 19%;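 also: recombinant mutant TCR 2C K166C tagged with TAMRA read by polarization; 0% = receptor in buffer alone and 100% = receptor with positive control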
LEDGF integ inh: blockers of LEDGF/p75-dependent integrase strand transfer – biochemical, TR-FRET, high throughput, primary screen | TR-FRET IN-LEDGF/p75 DNA integration, Eu/Cy5 | AID 743269, 2014 | inhibition, % at 3.7 µM | HIV-1 integrase (with human LEDGF/p75) | 0.64% of 370,000 active;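 active = inhibition above the screen-wide mean plus 3 SD, cut at about 13% in these data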;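 also: signal is the Cy5 over europium emission ratio at 671 and 618 nm; 0% = plate median of compound wells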
* = called active by the depositor; . = not tested or not shown.

SMILES	HTRA1 inhibitor	TDP2 inh	PRMT1 inh	Tn7 DDE FP	PG9 binder	SIAE primary	UHRF1 MBD2 ctr	ABHD4 inh	TCR-CD3 inh	LEDGF integ inh
Cc1cc2nc(-c3cccnc3SCC(=O)NCc3ccco3)[nH]c2cc1C	-10	-17	18	-1	2.7	-3	1	-3	-5	0
Cc1cc(NC(=O)c2ccc(Cl)c(S(=O)(=O)N3CCOCC3)c2)no1	0	-3	0	-5	-3.0	-1	0	-4	-1	2
C/C(=N/NS(=O)(=O)c1ccc(Br)cc1)c1ccc(NC(=O)c2ccc(C)o2)cc1	-11	0	4	0	-2.0	-6	2	-11	-9	0
COc1ccc(-c2nnc(SCCc3ccccc3)n2N)cc1	-5	8	-1	-1	0.0	2	-4	-1	3	-2
O=C(Nc1nncs1)c1ccc(F)c(S(=O)(=O)N2CCCCC2)c1	4	8	0	10	-2.7	-1	0	6	-1	-1
Cc1cccc(Oc2c(C=O)c3ccccc3n2C)c1	-12	-6	2	8	-1.9	0	-3	-8	5	-2
COc1ccc(NC(=O)COn2nnc3ccc(Cl)cc32)cc1OC	-6	4	3	4	1.2	4	7	-7	-3	1
S=c1[nH]nc(-c2ccn[nH]2)n1-c1ccccc1Cl	-3	-2	-2	3	-0.7	8	-1	1	9	0
COc1ccc(C(=O)C[C@@H]2OC[C@H](Cc3ccccc3)N2S(=O)(=O)c2ccc(C)cc2)cc1OC	.	7	2	11	-0.6	-6	1	-4	-5	4
CC(=O)Nc1cc(-c2ccc(F)cc2)cn2c(-c3ccc(S(C)(=O)=O)cc3)cnc12	.	-13	-1	-13	-1.2	-6	-4	-4	0	1
Cc1ccc(S(=O)(=O)NC(=NCC(=O)O)c2ccc(F)cc2)cc1	7	4	-3	0	-1.6	-4	1	-4	4	0
CCCOc1ccc2oc(=O)c3c(c2c1)CCCN3C(=O)CN1CCN(c2ncccn2)CC1	5	-2	-4	-4	-1.4	0	-2	1	0	6
COc1ccc(C(CC(=O)N2CCN(C)CC2)NC(=O)C(F)(F)F)cc1 (centres undefined)	5	7	-6	4	-1.1	0	-2	0	2	2
COCC(=O)NNC(=O)c1ccc(OC)cc1	-2	4	4	8	0.7	3	-2	6	0	-2
CN(C)C1(CNC(=O)C2CCN(S(=O)(=O)c3ccccc3C(F)(F)F)CC2)CCCCC1	4	0	3	-2	2.3	6	-1	6	5	-2
Cc1c(Cl)cnc(NC(=O)COC(=O)c2cccs2)c1Cl	8	4	5	0	-0.7	-1	0	6	-5	-3
CCCn1c(SCC(=O)Nc2cccc(S(=O)(=O)NC3=NCCCCC3)c2)nc2ccccc2c1=O	.	2	0	6	-1.4	-4	3	-4	-3	-3
O=C(CN1C(=O)NC2(CCc3ccccc32)C1=O)Nc1cccc(F)c1 (centres undefined)	-7	1	1	1	-0.8	0	3	-3	0	-4
CCCCCCCCN1C(=O)[C@@H](CC(=O)NCCC(C)C)C[C@@]2(C(=O)OC)C1=C[C@H](C(C)(C)C)O[C@@H]2C	.	-9	1	-5	-0.4	-4	-3	3	9	-4
O=C(c1cc2sccc2n1Cc1ccccc1)N1CCc2ccccc21	-35	-4	1	-3	-3.3	-2	0	-8	1	0
Cc1ccc(/C=N/c2sc3c(c2C(N)=O)CCCC3)o1	7	6	3	2	-3.6	4	-4	0	4	-2
Cc1ccc(OC(C)C(=O)N2CCc3ccccc32)cc1 (centres undefined)	-1	5	2	4	0.9	-10	-3	6	-2	0
Clc1ccc2c(c1)-c1ccccc1C1=NCCN12	0	9	2	6	0.1	-3	-3	-4	-3	-5
Cc1ccc(/C=C/C(=O)N2CC(=O)Nc3ccccc32)o1	1	4	15	3	-0.4	8	-4	1	1	2
CC1CCCN(C(=O)CN2C(=O)C(C)Oc3ccccc32)C1 (centres undefined)	-2	22	-1	0	-2.1	6	-3	2	5	0
O=C(NC12CCC(O)C(SC1)/C2=N/O)c1ccccc1 (centres undefined)	9	-3	-5	5	-1.6	4	-2	-1	3	-3
O=C(c1ccc(Cl)cc1)C1CCCN(Cc2cccn2-c2ccccn2)C1 (centres undefined)	4	-13	5	-1	-0.1	-2	4	-7	-5	-2
CCOC(=O)c1cc2c(ccc3ccccc32)oc1=O	-3	-6	9	1	3.3	-5	29*	-6	-5	-3
CC(C)(C)CC(=O)Nc1ccc(Nc2ccccc2)cc1	2	1	1	2	-0.8	6	0	-17	7	-2
COc1cccc(-c2cc(C(F)(F)F)nc(N3CCN(c4ccccc4)CC3)n2)c1	12	7	3	2	0.0	-3	1	2	-8	-1
COc1cccc(-n2cnc3sc(C)c(C)c3c2=O)c1	-6	-5	-1	3	-3.2	6	-3	0	-1	6
O=C(Nc1nnc(C2CCCO2)s1)c1ccc(Br)cc1 (centres undefined)	-4	4	-2	-3	-0.9	0	-2	-3	4	-3
Cc1ccc(S(=O)(=O)c2cc3c(=O)n4ccccc4nc3n(C3CCCC3)c2=N)cc1	2	-4	0	1	1.6	-6	0	-1	2	0
CC(=O)Nc1ccc(NC(=O)C2CCN(S(C)(=O)=O)CC2)cc1	3	-17	-3	1	0.1	2	-1	-5	4	5
Cc1ccc(CNCCNCCO)s1	3	-11	1	5	-0.4	-4	22*	7	-5	-4
COc1ccccc1N(C)S(=O)(=O)c1ccc(C(=O)OCC(=O)c2c[nH]c3ccccc23)cc1	-4	-9	0	1	-2.2	-19	0	-22	20*	-3
CCC(C)[C@H](NC(=O)N1CCCCC1)C(=O)OC (some centres undefined)	3	-17	11	7	-0.5	-9	19	-10	-10	-3
Nc1cc2c(cc1Cl)-c1ccccc1C2	17	4	1	3	-0.3	11	-3	7	5	1
CC(OC(=O)C1=Cc2ccccc2OC1)C(=O)NC1CCCC1 (centres undefined)	-2	-4	-1	-5	-1.5	6	-4	-4	4	2
O=C(N/N=C1\NC(=O)C(CO)(CO)S1)c1ccccc1	1	13	2	-4	-0.5	1	3	4	-8	-3
CCCc1cc(=O)oc2cc(C)cc(O)c12	-10	7	0	-1	9.3*	7	4	-12	2	2
CCOC(=O)C1=C(COC(=O)C2CC(=O)N(c3ccc(CC)cc3)C2)NC(=O)NC1C (centres undefined)	8	3	2	1	-0.1	4	0	2	2	0
Cc1ccc(-n2nnnc2SCC(=O)N2CC(=O)Nc3ccccc32)cc1	-6	9	-1	8	0.3	3	-2	-2	2	0
O=C(NC1CCCc2ccccc21)c1n[nH]c(=O)c2ccccc12 (centres undefined)	-6	5	5	-3	0.1	-4	1	6	3	-2
CC1CCCN(CCCNC(=O)C2CC(=O)N(CCc3ccccc3)C2)C1 (centres undefined)	3	-27	-6	-2	2.3	0	4	-14	-10	-1
COc1cccc(Oc2nc(-c3ccncc3)nc3ccccc23)c1	.	12	-2	-3	-0.9	-8	-1	2	7	2
O=C(Cn1cnc2cc([N+](=O)[O-])ccc2c1=O)Nc1cccc2ccccc12	-4	8	3	6	0.9	-17	-4	-2	2	-1
O=C(N[C@H](Cc1ccccc1)C(=O)N1CCN(c2ccc(Cl)cn2)CC1)[C@H]1O[C@@H](n2ccc(=O)[nH]c2=O)[C@H](O)[C@@H]1O	.	5	-5	1	-0.5	14	1	-2	1	0

PG9 binder: hit marks shown above
structure | HTRA1 inhibitor | TDP2 inh | PRMT1 inh | Tn7 DDE FP | PG9 binder | SIAE primary | ABHD4 inh | TCR-CD3 inh | LEDGF integ inh
CCCc1cc(=O)oc2cc(C)cc(O)c12 | -10 | 7 | 0 | -1 | 9.3* | 7 | -12 | 2 | 2

New compounds follow:
SMILES	HTRA1 inhibitor	TDP2 inh	PRMT1 inh	Tn7 DDE FP	PG9 binder	SIAE primary	UHRF1 MBD2 ctr	ABHD4 inh	TCR-CD3 inh	LEDGF integ inh
CCC1=NC(c2ccccc2)N(O)C1(C)C (centres undefined)	1	2	-2	3	-0.9	16	-3	2	7	-3
Cc1cccc(C)c1NC(=O)C(c1ccccc1)n1c(-c2ccccc2)nc2ccccc21 (centres undefined)	.	6	-1	7	-0.5	-1	0	-10	0	0
C=CC[C@@H](CC(=O)N[C@H](CO)Cc1ccccc1)C(=O)N[C@@H](C)COC(=O)[C@@H](CC=C)CC(=O)OC(C)(C)C	1	-1	0	3	1.5	3	12	5	-9	2
O=C(CN1C(=O)COc2ccccc21)N1CCN(C2CCCCC2)CC1	-5	1	-2	3	2.6	12	0	-3	2	-2
CCc1ccc(NC(=O)C(=S)NC2CCCCC2)cc1	1	5	-1	-1	-0.6	-5	-2	6	-2	-1
COc1ccccc1N1CCN(C2CCCN(C(=O)C3=NN(C)C(=O)CC3)C2)CC1 (centres undefined)	-1	-5	6	2	-0.8	2	2	-2	-5	-5
Cc1ccccc1CN1C(=O)CSCC1(C)C(=O)NCc1ccccc1 (centres undefined)	.	5	2	6	-0.9	-5	-1	6	4	2
O=C(Nc1ccnc(-c2ccncc2)n1)c1ccccc1Cl	-2	1	-2	2	2.0	8	-1	-6	3	1
O=C(NCCN1CCOCC1)c1ccc(=O)oc1	8	4	0	-3	-1.5	3	2	5	1	-1
CCCc1cc(O)c2c(C)cc(=O)oc2c1	-14	2	2	-1	7.7	-1	1	-2	1	-1
COC(=O)[C@@]12CCCCN1[C@H](c1ccc(-c3ccc(Cl)c(Cl)c3)c(OC)c1)[C@@H]1C(=O)N(C)C(=O)[C@@H]12	-6	2	0	12	2.0	-6	-5	7	5	2
CN(NC1CC(=O)N(c2ccccc2)C1=O)c1ccccc1 (centres undefined)	0	12	11	8	-0.1	0	3	8	-3	0
Cc1ccc(C(=O)NNC(=S)Nc2cccc3ccccc23)s1	-3	-2	-4	-2	1.2	1	-1	10	1	-2

A few values from the list:
`CCC1=NC(c2ccccc2)N(O)C1(C)C` (centres undefined) | Tn7 DDE FP = 3
`O=C(NCCN1CCOCC1)c1ccc(=O)oc1` | UHRF1 MBD2 ctr = 2
`COc1ccccc1N1CCN(C2CCCN(C(=O)C3=NN(C)C(=O)CC3)C2)CC1` (centres undefined) | SIAE primary = 2
